High-throughput results (PubChem)
KCNQ2 block: KCNQ2 channel blockers in CHO-K1 cells – cell-based, FluxOR thallium flux, B-score, primary screen (AID 2156); 20 min; active compounds read low; 310,000 tested, 1.1% active; O88943; B-score at 10 µM;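 active means fluorescence ratio B-score at most minus 3 library SDs, with starting brightness B-score within 2 library SDs, cut at about -5.5 in these data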
STK33 kinase inh: inhibitors of human STK33 kinase; purified STK33, MBP phosphorylation, ADP-Glo luminescence; inhibition, % at 10 µM; 320,000 tested, 0.073% active; AID 2661;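 active means inhibition at or above 25%, using the most active replicate where run in duplicate; inactive means inhibition below 25%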
Target sequence (Q9BYT3 whole entry, looked up): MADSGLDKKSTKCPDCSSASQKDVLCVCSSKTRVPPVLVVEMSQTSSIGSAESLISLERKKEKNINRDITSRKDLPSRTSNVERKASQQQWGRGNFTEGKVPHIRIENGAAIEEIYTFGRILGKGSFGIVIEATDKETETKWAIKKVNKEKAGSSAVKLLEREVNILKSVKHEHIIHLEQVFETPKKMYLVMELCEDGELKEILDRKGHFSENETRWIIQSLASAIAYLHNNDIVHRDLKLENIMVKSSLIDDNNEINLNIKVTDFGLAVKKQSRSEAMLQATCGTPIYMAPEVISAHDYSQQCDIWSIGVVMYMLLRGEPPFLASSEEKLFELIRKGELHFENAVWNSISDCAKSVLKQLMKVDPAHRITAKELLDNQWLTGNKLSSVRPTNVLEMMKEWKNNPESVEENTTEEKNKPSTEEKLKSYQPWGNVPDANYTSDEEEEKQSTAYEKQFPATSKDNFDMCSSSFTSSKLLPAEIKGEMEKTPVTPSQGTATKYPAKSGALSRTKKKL
OX1R antag: OX1R (human) antagonism; OX1R-expressing cells, FRET antagonist read-out; inhibition, % at 6.6 µM; 330,000 tested, 1.8% active; AID 485270; in the data active means inhibition mostly above about 38%, no sharp cut-off; inactive means mostly below about 40%;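 further: 0% = agonist challenge alone and 100% = reference antagonist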
Target sequence (O43613 whole entry, looked up): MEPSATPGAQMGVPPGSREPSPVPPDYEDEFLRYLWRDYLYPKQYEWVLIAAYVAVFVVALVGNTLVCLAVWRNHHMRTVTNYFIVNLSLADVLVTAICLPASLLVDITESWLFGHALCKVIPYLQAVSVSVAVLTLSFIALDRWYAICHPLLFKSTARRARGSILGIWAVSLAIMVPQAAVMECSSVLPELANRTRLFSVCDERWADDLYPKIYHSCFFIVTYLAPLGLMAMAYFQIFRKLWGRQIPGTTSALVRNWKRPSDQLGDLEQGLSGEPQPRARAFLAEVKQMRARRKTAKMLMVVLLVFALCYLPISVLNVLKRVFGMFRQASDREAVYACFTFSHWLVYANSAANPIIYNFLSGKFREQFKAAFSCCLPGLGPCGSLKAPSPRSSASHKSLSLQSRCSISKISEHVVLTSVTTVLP
Numbers without * were called inactive; i = inactive; / = not tested or not shown.

Sample of the layout, 16 compounds:
SMILES	KCNQ2 block	STK33 kinase inh	OX1R antag
O=C(c1cc2nc(-c3ccco3)cc(C(F)(F)F)n2n1)N1CCc2ccccc2C1	i	/	20
C/C(=N/O)c1cccc(N2Cc3ccccc3C2)c1	i	0.0	8
COC(=O)/C=c1/sc2nc3ccccc3n2c1=O	i	0.5	12
CCOc1ccc(CN2C(=O)c3ccccc3C2=O)cc1C(=O)N1CCC(C(N)=O)CC1	i	13	14
COc1ccc(-c2coc3cc(O[C@@H]4O[C@H](CO)[C@@H](O)[C@H](O)[C@H]4O)ccc3c2=O)cc1	/	1.3	0
COc1cccc(Oc2ncnc(N)c2[N+](=O)[O-])c1	i	-0.4	32
Cc1ccc(OCC(=O)N2CCc3ccccc3C2)c(C)c1	-7.8*	-1.6	5
O=C1Nc2ccccc2C1Cc1ccccn1 (stereo not given)	i	-1.2	4
O=S(=O)(NCc1ccccc1)c1ccc(Cl)c(S(=O)(=O)NCc2ccccc2)c1	i	-1.6	19
O=C(COc1ccc2ccccc2c1)NNC(=O)c1cnccn1	i	-1.2	11
CC1Cc2cc(/C(O)=C3/C(=O)C(=O)N(CCN4CCOCC4)C3c3ccc([N+](=O)[O-])cc3)ccc2O1 (stereo not given)	i	0.7	36
COc1ccccc1CC(NC(C)=O)C(=O)NC1CCN(C(=O)c2ccc([N+](=O)[O-])cc2)CC1 (stereo not given)	i	-1.1	21
O=C(c1cccc([N+](=O)[O-])c1)N1CCN(c2ccccn2)CC1	i	-1.8	17
O=C(O)Cc1ccc(N=Nc2c(O)c(C(=O)O)cc3ccccc23)cc1	i	9.9	19
CCCCCCOc1ccc(C(CC(N)=O)C(=O)O)cc1 (stereo not given)	i	0.7	-1
O=C(NC(=S)Nc1ccc(Cl)c(C(=O)O)c1)c1cccc(COc2ccccc2)c1	i	-6.2	42

All compounds of this part (from the top)
SMILES	KCNQ2 block	STK33 kinase inh	OX1R antag
O=C(c1cc2nc(-c3ccco3)cc(C(F)(F)F)n2n1)N1CCc2ccccc2C1	i	/	20
C/C(=N/O)c1cccc(N2Cc3ccccc3C2)c1	i	0.0	8
COC(=O)/C=c1/sc2nc3ccccc3n2c1=O	i	0.5	12
CCOc1ccc(CN2C(=O)c3ccccc3C2=O)cc1C(=O)N1CCC(C(N)=O)CC1	i	13	14
COc1ccc(-c2coc3cc(O[C@@H]4O[C@H](CO)[C@@H](O)[C@H](O)[C@H]4O)ccc3c2=O)cc1	/	1.3	0
COc1cccc(Oc2ncnc(N)c2[N+](=O)[O-])c1	i	-0.4	32
Cc1ccc(OCC(=O)N2CCc3ccccc3C2)c(C)c1	-7.8*	-1.6	5
O=C1Nc2ccccc2C1Cc1ccccn1 (stereo not given)	i	-1.2	4
O=S(=O)(NCc1ccccc1)c1ccc(Cl)c(S(=O)(=O)NCc2ccccc2)c1	i	-1.6	19
O=C(COc1ccc2ccccc2c1)NNC(=O)c1cnccn1	i	-1.2	11
CC1Cc2cc(/C(O)=C3/C(=O)C(=O)N(CCN4CCOCC4)C3c3ccc([N+](=O)[O-])cc3)ccc2O1 (stereo not given)	i	0.7	36
COc1ccccc1CC(NC(C)=O)C(=O)NC1CCN(C(=O)c2ccc([N+](=O)[O-])cc2)CC1 (stereo not given)	i	-1.1	21
O=C(c1cccc([N+](=O)[O-])c1)N1CCN(c2ccccn2)CC1	i	-1.8	17
O=C(O)Cc1ccc(N=Nc2c(O)c(C(=O)O)cc3ccccc23)cc1	i	9.9	19
CCCCCCOc1ccc(C(CC(N)=O)C(=O)O)cc1 (stereo not given)	i	0.7	-1
O=C(NC(=S)Nc1ccc(Cl)c(C(=O)O)c1)c1cccc(COc2ccccc2)c1	i	-6.2	42
CCOC(=O)c1cc2occc2n1CC(=O)N1CCN(C(=O)c2ccco2)CC1	i	0.1	3
O=C(CCc1ccccc1)N1CCN(c2ccc(F)cc2)CC1	i	0.0	9
Cn1c(SCC(=O)N2CCOCC2)nnc1-c1ccc(Cl)cc1Cl	i	-1.1	4
CCC1OC23CCCCC2C(C#N)(C(=N)O3)C1(C#N)C#N (stereo not given)	i	-0.5	70
N/N=C(\c1ccccc1)c1cc(Cl)ccc1N	i	-1.4	9
Cc1ccc(OCc2nc(-c3ccccc3)no2)c(C)c1	i	0.0	24
COc1ccc(Nc2oc(COc3ccccc3F)nc2C#N)cc1	i	2.5	16
COc1cccc(-c2nc(CS(=O)(=O)CC(=O)NCCN3CCOCC3)c(C)o2)c1	i	1.0	7
Cn1c(CNC(=O)C2CCCCC2)cc2ccccc21	i	-1.4	2
Oc1ccc(-c2nc(=S)[nH][nH]2)cc1	i	3.6	5
O=C(CCC(=O)OCC(=O)c1ccc([N+](=O)[O-])cc1)Nc1ccccc1Cl	i	-0.8	58*
O=C(NCCCN1CCOCC1)c1cccc(S(=O)(=O)NCc2ccccc2)c1	i	-1.5	10
Cc1cccc(S(=O)(=O)Nc2ccc(-c3cn4ccccc4n3)cc2)c1	i	-0.1	36
CC(=O)c1cccc(NC(=O)C(C)OC(=O)Cc2c[nH]c3ccccc23)c1 (stereo not given)	i	-2.0	13
CN(Cc1ccccc1)C(=O)c1nn2cccnc2c1Cl	i	-0.9	2
Cc1cc(C)c(C)c(OCCn2ccnc2)c1	i	-2.5	14
O=C(OCCOc1ccccc1)c1n[nH]c2ccccc12	i	2.4	19
O=C(Nc1nc2ccccc2n1CCN1CCCCC1)C1CCCCC1	i	0.4	9
CCOc1ccc(Cl)cc1C1=CC(=O)C[C@H](c2ccc(OC)cc2)C1	/	-1.2	3
COc1ccc(N2CC(C(=O)Nc3nccs3)CC2=O)cc1 (stereo not given)	i	-1.7	6
O=C(Cn1ncc2c(=O)oc3ccccc3c21)N1CCC(N2CCCCC2)CC1	i	-0.7	-4
O=C(CN1c2cccc3cccc(c23)S1(=O)=O)NCc1ccc(F)cc1	/	0.7	18
Cc1ccc(SCCNC(=S)Nc2ccc(C)c(C)c2)cc1	i	-0.2	10
CCCCN1C(=O)C2NN=C(C(=O)OC)C2C1=O (stereo not given)	i	-1.7	11
O=C(NN1C(=O)C2C3C=CC(O3)C2C1=O)c1cccc(Br)c1 (stereo not given)	i	-0.4	4
Cc1ccc(S(=O)(=O)N2CCCC2CO)cc1 (stereo not given)	i	-0.9	1
CC(=O)N1CCc2cc(S(=O)(=O)Nc3cccc(C(F)(F)F)c3)ccc21	i	0.3	51
CCn1nc(C)c(NC(=O)c2cnn3c(C(F)F)cc(-c4ccccc4)nc23)c1C	i	-1.4	17
C/C(CC(=O)Nc1ccccn1)=N\NC(=O)c1ccccc1	i	0.2	8
Cc1cccc(NC(=O)N2C3CCCC2CC(NC(=O)C2CC2)C3)c1 (stereo not given)	i	-0.5	9
Cn1nnnc1SCC(=O)Nc1ccc(N2CCOCC2)cc1	i	-1.3	9
Cc1cccc(C)c1OCc1cc(C(=O)NCC2CC2)no1	i	-1.8	26
CCOc1ccccc1NC(=O)CN1CCC(C(=O)c2ccc(F)cc2)CC1	i	-1.3	12
CCCCCOc1ccc(C(=O)NC(C(=O)O)C(C)C)cc1 (stereo not given)	i	-0.2	4
O=C(Cc1ccc(Br)cc1)Nc1ccc(S(=O)(=O)N2CCCC2)cc1	i	-0.9	3
COc1ccc(-c2[nH]ncc2Oc2ccccc2OC)c(O)c1	i	-1.4	0
COc1ccc(-n2cnc3cc(NCc4ccco4)ccc32)cc1	i	3.2	12
COc1ccc(/C(C)=N/NC(=O)c2ccccc2OCc2ccccc2)c(OC)c1	i	-1.3	17
CC1CC(CC(=O)Nc2nc(-c3ccccc3)cs2)C(=O)O1 (stereo not given)	i	-0.2	17
CC(C)Cc1c(O)nc(SCC(=O)N2CCCCCC2)[nH]c1=O	i	0.6	18
COc1ccc(C2=NN(C(=O)CSc3nnc(C)n3C)C(c3ccco3)C2)cc1 (stereo not given)	i	-1.1	15
CN(C(=O)COC(=O)CCC(=O)c1ccccc1)c1c(N)n(Cc2ccccc2)c(=O)[nH]c1=O	i	-1.9	15
CC(OC(=O)c1ccc(Cl)c(S(=O)(=O)N2CCCC2)c1)C(=O)NC1CCCCC1C (stereo not given)	i	-1.0	4
Cc1ccc(C(=O)COC(=O)c2cccc([N+](=O)[O-])c2)s1	/	0.5	9

(more compounds)
SMILES	KCNQ2 block	STK33 kinase inh	OX1R antag
O=C1C[C@@H]2c3c(cccc3CN1Cc1ccc(F)cc1)C[C@@H](O)[C@H]2O	/	0.4	12
CC(C)(C(=O)O)c1ccc(C(O)CCCN2CCC(C(O)(c3ccccc3)c3ccccc3)CC2)cc1 (stereo not given)	i	-0.8	17
Cc1ccccc1NC(=O)CN1CCOCC1	i	-1.0	/
COc1ccc(C(NC(C)=O)c2c(O)ccc3ccccc23)cc1OC (stereo not given)	i	-3.1	29
O=S(=O)(Nc1ccccc1)c1cccc2nonc12	i	-0.9	29
COc1ccc(-c2cc(C)no2)cc1S(=O)(=O)N1CC(=O)Nc2ccccc21	i	-0.5	8
O=C(O)[C@@H]1CCCN1S(=O)(=O)c1cccc2cccnc12	/	-1.8	4
COc1ccc(NCc2nnc(SCC(=O)N3CCCc4ccccc43)n2C)cc1	i	1.0	14
Cc1ccc(N(C(=O)c2ccccn2)C(C(=O)NC2CCCCC2)c2ccncc2)cc1 (stereo not given)	i	-4.8	0
CCOC(=O)c1c(NC(=S)N2CCCCC2)sc2c1CCN(C(=O)OCC)C2	i	-0.4	12
COc1ccccc1NC(=O)CCSc1ccc(C)cc1	i	-0.6	15
CCc1ccc(S(=O)(=O)c2nnn3c2nc(N2CCOCC2)c2ccccc23)cc1	i	0.6	2
O=C(CC1C(=O)NCCN1Cc1ccoc1)NCCCn1ncc2ccccc21 (stereo not given)	i	0.1	14
O=C(CCSCCC(=O)NCCN1CCOCC1)NCCN1CCOCC1	i	-0.8	20
CC(=O)C1=NN(c2ccccc2)C(c2ccc3c(c2)OCO3)N1c1ccccc1 (stereo not given)	i	-1.1	5
COc1ccc2nc(N/C(N)=N/C(=S)Nc3ccc(C)c(C)c3)nc(C)c2c1	i	2.3	23
CC(COc1ccccc1)N1CCC(CO)(Cc2ccccc2)CC1 (stereo not given)	i	-0.8	5
CC(C)c1nc(SCC(=O)c2c[nH]c3ccccc23)n[nH]1	i	-1.0	14
Cc1cc(C(=O)CSc2n[nH]c(N)n2)c(C)n1C1CC1	i	-0.4	21
COc1ccc(CCNC(=O)c2ccc(COc3ccccc3OC)o2)cc1	i	0.5	18
Cc1cc(NC(=O)CSCC(=O)Nc2ccc(C)c(C)c2)no1	/	0.0	3
O=C1CSCN1c1ccc(Cl)cc1	i	-1.8	25
Cc1ccc(CN2Cc3cccc4c3[C@@H](CC2=O)[C@H](O)[C@H](O)C4)cc1	/	-1.7	5
COC(=O)[C@@H]1CC[C@H](C)[C@@H](c2ccc(C)cc2)N1C(=O)c1ccc(/C=N/O[C@@H](C)CN2CCCCc3nc(C)c(C)cc32)cc1	i	0.6	34
O=C1CN(S(=O)(=O)c2ccc(Cl)cc2C(F)(F)F)CCN1	i	-1.7	24
CSc1nc2[nH]c3c(c2c2nnnn12)CCCC3	i	-0.9	40
Cc1ccc(C)c(S(=O)(=O)Nc2cc(C)on2)c1	i	-0.8	15
CN(C)S(=O)(=O)c1cccc(C(=O)Nc2cccnc2)c1	i	-2.4	1
Cc1ccc(C(=O)/C=C/Nc2ccc([N+](=O)[O-])cc2Br)cc1	i	2.1	7
O=C(C=C1CCN(c2ncc(C(F)(F)F)cc2Cl)CC1)NNC(=O)Nc1ccccc1	i	-0.5	8
O=C(CSCCO)Nc1cccc(C(F)(F)F)c1	i	0.5	14
Cc1ccc(-c2nnn(CC(=O)Nc3ccc(S(=O)(=O)N4CCC(C)CC4)cc3)n2)cc1	i	-0.4	-1
COc1ccc(COCC(O)CN2CCOCC2)cc1OC (stereo not given)	i	-0.2	21
CCOC(=O)c1c(NC(=O)C(=O)N/N=C/c2ccc(OCC)cc2)sc2c1CCCCC2	i	-0.6	-4
Cc1ccccc1NC(=O)c1ccc([N+](=O)[O-])o1	i	-0.8	70*
S=c1[nH]nc(-c2ccc3ccccc3n2)n1-c1ccccc1	i	-0.9	17
Cc1ccc(C(=O)NNC(=O)Cc2csc(-c3csc(C)n3)n2)cc1	i	-1.4	4
O=C1NC(=S)N/C1=C\c1ccc(Oc2ccc(C(F)(F)F)cc2[N+](=O)[O-])c(Cl)c1	i	-0.5	1
COc1ccc(C2C(C#N)=C(N)Oc3n[nH]c(C)c32)cc1CN1CCN(c2ccc(F)cc2)CC1 (stereo not given)	i	1.4	10
COc1cccc(-c2nnc(N(C)C(=O)C3CCOC3)s2)c1 (stereo not given)	i	-0.9	29
Cc1ccc([N+](=O)[O-])cc1NC(=O)/C=C/C(=O)O	i	2.4	19
COc1ccc(CCNC(=O)[C@H](C)N2C(=O)N3CCc4c([nH]c5ccccc45)[C@@]3(C)C2=O)cc1	i	-0.2	25
Nc1c(C(=O)NCc2ccccc2)c2nc3ccccc3nc2n1-c1ccc2c(c1)OCO2	i	-2.6	12
Cc1ccc2[nH]c3c(c2c1)CN(C(=O)CN1CCCCC1)CC3	i	-0.3	6
CSc1ccc(/C=C/C(=O)OCC(=O)N2CCc3ccccc32)cc1	/	-1.8	-3
CCOC(=O)c1[nH]c2ccc(Cl)cc2c1NC(=O)c1nonc1C	i	-1.0	20
COc1ccc(C(=O)NC(=S)Nc2nc(C)c(C(=O)N(C)C)s2)cc1	i	-1.0	20
CCN(CC)CCNC(=O)CN1C(=O)COc2ccc(S(=O)(=O)N3CCOCC3)cc21	i	/	14
NC(=O)COC(=O)c1c2c(nc3ccccc13)CCCC2	i	1.9	1
